Screens (PubChem)
HTRA1 inhibitor: inhibitors of human serine peptidase HTRA1; Q92743; recombinant HTRA1, FP-rhodamine activity-based probe, fluorescence polarization; inhibition, % at 5.96 µM; hit rate 0.5% among 340,000; in the data active = inhibition above about 36%;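 also: 0% = enzyme with DMSO and 100% = wells lacking enzyme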
LEDGF integ inh: blocks HIV-1 LEDGF/p75-dependent DNA integration; TR-FRET IN-LEDGF/p75 DNA integration, Eu/Cy5; inhibition, % at 3.7 µM; hit rate 0.64% among 370,000; AID 743269;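 active = inhibition above the screen-wide mean plus 3 SD, cut at about 13% in these data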;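 also: signal is the Cy5 over europium emission ratio at 671 and 618 nm; 0% = plate median of compound wells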
TCR-CD3 inh: human TCR-CD3 binding inhibition; hit rate 0.37% among 360,000; AID 651800; TAMRA-labeled TCR probe fluorescence, biochemical; inhibition, % at 9.4 µM; in the data active = inhibition above about 19%;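 also: recombinant mutant TCR 2C K166C tagged with TAMRA read by polarization; 0% = receptor in buffer alone and 100% = receptor with positive control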
UHRF1 MBD2 ctr: blocks human UHRF1 binding to methylated DNA. Q96T88. UHRF1 binding to methylated oligo, TR-FRET. inhibition, % at 4.4 µM. hit rate 0.75% among 370,000; in the data active = inhibition above about 21%;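 also: UHRF1 SRA domain binding a hemimethylated CpG hairpin DNA probe; 0% = median of test compound wells and 100% = reference inhibitor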
PG9 Ab binder: binds the HIV-1 gp120 antibody PG9; TR-FRET gp120-PG9 antibody binding; inhibition, % at 6.7 µM; hit rate 0.43% among 360,000; AID 624416; in the data active = inhibition above about 8.5%
TDP2 inh: TDP2 (human) inhibition, absorbance primary screen; O95551; recombinant TDP2, T5PNP hydrolysis, p-nitrophenol absorbance 415 nm; inhibition, % at 12.8 µM; hit rate 0.34% among 370,000;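 active = inhibition above the mean of all tested compounds plus 3 SD, set per campaign, cut at about 25% in these data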;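 also: 0% = DMSO with enzyme and 100% = buffer with substrate but no TDP2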
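Material: recombinant human TDP2; quantity: TDP2 enzyme at 120 nM final; medium: Tris-HCl pH 7.5 with MgCl2; compound: single concentration, 12.8 µM nominal, with 1% DMSO; incubation: 2 h enzyme incubation at 37 °C; signal: epi absorbance; measure: percent inhibition; benchmarks: high control without enzyme, low control DMSO plus TDP2; repeats: singlicate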
Tn7 DDE FP: disrupts Tn7 cyclic peptide binding to fibrin D-Dimer-E complex; hit rate 0.13% among 370,000; FP displacement of FITC-Tn7 peptide from fibrin DD(E); 0% = median of compound wells per plate; P02675; inhibition, % at 8.3 µM;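 active = inhibition above the mean of compounds falling within the control limits plus 3 SD of them, cut at about 14% in these data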;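 also: 0% = plate median of compound wells and 100% = 10 µM Aha-Tn7 peptide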
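assay system = human clot-derived fibrin DD(E) complex | quantity = Fibrin-DD(E) at 2 µM final | timing = 10 min preincubation, 3 h with tracer, room temperature | signal = fluorescence polarization | measure = percent inhibition | benchmarks = high control wells with 10 µM unlabelled Aha-Tn7 peptide (full inhibition) | replicates = singlicate testing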
PRMT1 inh: blocks human protein arginine methyltransferase 1; recombinant PRMT1, activity-based probe fluorescence polarization; Q99873; hit rate 1.3% among 370,000; inhibition, % at 2.79 µM;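 active = inhibition above about 21% made by adding two undisclosed values, limit read from the data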
Target sequence (Q99873 whole entry, looked up): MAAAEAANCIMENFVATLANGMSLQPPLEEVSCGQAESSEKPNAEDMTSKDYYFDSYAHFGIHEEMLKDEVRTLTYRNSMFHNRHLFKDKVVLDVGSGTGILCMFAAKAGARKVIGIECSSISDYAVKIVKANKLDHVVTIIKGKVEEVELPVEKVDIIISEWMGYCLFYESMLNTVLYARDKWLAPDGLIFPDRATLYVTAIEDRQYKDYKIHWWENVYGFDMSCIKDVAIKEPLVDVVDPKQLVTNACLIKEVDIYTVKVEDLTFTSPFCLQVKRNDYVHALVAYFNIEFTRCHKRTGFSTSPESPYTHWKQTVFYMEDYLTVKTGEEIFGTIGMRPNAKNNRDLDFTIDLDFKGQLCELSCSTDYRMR
SIAE primary: inhibitors of human sialic acid acetylesterase SIAE. SIAE FP-Rh probe binding, fluorescence polarization. inhibition, % at 9.66 µM. hit rate 0.69% among 370,000. Q9HAT2;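 active = inhibition above a cutoff: mean of compounds within the control limits plus 3 SD of those, cut at about 17% in these data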;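 also: 0% = plate median of compound wells and 100% = probe without SIAE protein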
Target sequence (Q9HAT2 whole entry, looked up): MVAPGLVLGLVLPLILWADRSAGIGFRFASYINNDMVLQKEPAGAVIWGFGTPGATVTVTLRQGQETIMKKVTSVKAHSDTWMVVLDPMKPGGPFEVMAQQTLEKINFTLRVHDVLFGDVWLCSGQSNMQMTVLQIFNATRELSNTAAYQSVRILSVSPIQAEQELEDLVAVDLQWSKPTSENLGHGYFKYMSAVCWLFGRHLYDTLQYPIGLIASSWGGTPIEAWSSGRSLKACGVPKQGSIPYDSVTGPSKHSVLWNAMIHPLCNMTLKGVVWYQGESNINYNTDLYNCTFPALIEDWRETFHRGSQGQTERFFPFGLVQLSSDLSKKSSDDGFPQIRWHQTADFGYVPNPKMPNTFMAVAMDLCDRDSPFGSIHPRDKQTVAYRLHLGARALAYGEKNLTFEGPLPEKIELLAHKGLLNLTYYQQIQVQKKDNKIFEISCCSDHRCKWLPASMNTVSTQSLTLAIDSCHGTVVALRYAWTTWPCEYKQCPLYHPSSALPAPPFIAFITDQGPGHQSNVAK
mABHD4 FP: inhibitors of mouse ABHD4. Q8VD66. purified mABHD4, FP-Rh probe fluorescence polarization. inhibition, % at 8.92 µM. hit rate 0.54% among 370,000. AID 720543;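 active = inhibition exceeding the mean over every tested compound plus 3 SD, cut at about 30% in these data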;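 also: 0% = plate median of compound wells and 100% = S159A mutant with DMSO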
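Assay system: mABHD4 protein; medium: HEPES pH 7.0, NaCl, Pluronic buffer; dosing: 8.92 µM, single dose; schedule: 45 min + 60 min at 25 °C; signal: FP readout, ex 525 nm / em 598 nm; read-out: normalized percent inhibition of probe labeling; repeats: single replicate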
* marks the source's active call; other numbers are inactive results; . = no result given. Compounds as they come (roughly 4.2% active in at least one column).

SMILES	HTRA1 inhibitor	LEDGF integ inh	TCR-CD3 inh	UHRF1 MBD2 ctr	PG9 Ab binder	TDP2 inh	Tn7 DDE FP	PRMT1 inh	SIAE primary	mABHD4 FP
C/C(=N/NC(=O)Cc1cccs1)c1cccc([N+](=O)[O-])c1	.	3	.	-2	.	0	0	-6	-1	0
O=S(=O)(c1ccc(F)cc1)n1ccc2cccnc21	11	1	-3	5	-0.1	-4	1	1	-2	0
COc1ccc(NC(=O)CCN2CCOCC2)c(OC)c1	5	-4	-4	2	-1.3	4	10	2	-7	4
C[C@@H]1CN([C@H](C)CO)C(=O)c2cc(C3=CCCCC3)cnc2O[C@@H]1CN(C)Cc1ccccc1C(=O)O	4	0	8	0	-0.4	3	7	-2	14	3
Cc1cc(CSC(=N)N)c(CSC(=N)N)cc1C	-2	-3	-5	0	-0.1	-4	3	11	10	-3
COC(=O)C(c1ccccc1)C1(O)CC(C)N(C)CC1C (centres undefined)	-1	3	0	2	-0.7	1	-1	-2	3	-3
CC1CCCN(C(=O)C23CCC(C)(C(=O)C2)C3(C)C)C1 (centres undefined)	0	3	-6	8	-1.8	-33	-2	-1	5	2
CC(=O)N1c2ccc(S(=O)(=O)N3CCC(C(=O)N4CCCC(C)C4)CC3)cc2CC1C (centres undefined)	-1	-1	-4	2	1.2	-17	3	0	0	-6
O=C(COC(=O)c1cc(S(=O)(=O)N2CCCC2)ccc1O)NCc1ccccc1	-6	3	0	-2	-0.5	3	-2	-4	-9	3
COCCN(C(=O)/C=C/c1cccc([N+](=O)[O-])c1)c1c(N)n(Cc2ccccc2)c(=O)[nH]c1=O	3	2	12	0	-1.2	-18	5	-2	-2	4
C/C=C/COC(=O)c1[nH]c2c(c1C)C(=O)CC(c1ccc(N(C)C)cc1)C2 (centres undefined)	-34	0	8	-2	-1.8	-6	-6	-2	0	8
CC(C)(C)OC(=O)NCc1ccccc1/C=C/S(=O)(=O)NC1CCCC1	.	-3	.	-2	.	6	-6	0	2	-2
CCOC(=O)c1c(NC(=O)Cn2nc([N+](=O)[O-])c(Br)c2C)sc2c1CCC(C)C2 (centres undefined)	3	-3	7	-2	-0.4	5	-9	-1	6	25
Cc1c(C(=O)Nc2ccccn2)sc2nc3n(c(=O)c12)CCC3	-3	0	-2	-2	-0.2	-1	2	2	0	8
N/C(=N\OC(=O)c1ccco1)c1cccnc1	14	0	-2	-1	0.7	8	0	1	2	3
OCC[C@H]1NCc2cc(CO)cc(-c3ccccc3)c21	-22	4	-1	2	-0.5	-10	1	-2	-5	-23
Cc1ccccc1-n1nc(C(=O)c2cccs2)cc(-c2nc3ccccc3[nH]2)c1=N	19	1	1	-3	-0.7	-14	7	-2	-2	10
O=C(c1cccs1)N1CCN(c2nc3ccc([N+](=O)[O-])cc3s2)CC1	4	3	6	-5	-0.2	3	4	-1	-4	-2
Cc1cccc(NC(=O)c2cccc(S(=O)(=O)Nc3ccccc3C(=O)O)c2)c1	-16	5	-3	-1	-0.1	14	-3	-2	-8	-11
CSc1ccccc1-c1nnc(NC(=O)Cc2ccccc2)o1	4	-1	-3	1	3.3	-16	-2	3	2	1
CCSC(C)CC1CC(=O)CC(=O)C1 (centres undefined)	8	-2	2	-1	-2.9	1	11	2	1	2
COc1ccc(C(=O)Nc2ccccc2C(=O)NC(Cc2c[nH]c3ccccc23)C(=O)O)cc1 (centres undefined)	.	-5	-6	1	-1.4	-6	5	2	-2	1
COc1c(C)cc(C(=O)C2CCCN(C(=O)c3ccc4cc[nH]c4c3)C2)cc1C (centres undefined)	-11	1	3	9	-0.8	-8	-7	-4	-11	-4
O=C(O)CCCCCCC1C(=O)NC(=O)N1CCC(O)C1CCCCC1 (centres undefined)	1	3	0	3	-2.8	-4	4	-3	3	-3
O=C(O)CN1C(=O)C2C3C=CC(C3)C2C1=O (centres undefined)	-2	1	-6	0	1.7	-1	-4	-1	-2	-3
OCC1(CCCc2ccccc2)CCN(Cc2ccc(F)cc2)CC1	-2	-1	-3	4	-2.3	4	-4	-1	1	3
COc1ccccc1CNC(=O)/C=C/c1ccc(Br)o1	-3	2	6	-2	-1.0	3	-1	4	-2	2
C[C@@H]1CCCCO[C@H](CN(C)C(=O)C2CCCCC2)[C@@H](C)CN([C@H](C)CO)C(=O)c2cc(N(C)C)ccc2O1	3	-3	-2	50*	-2.0	-3	6	-3	4	-3
CCn1ncc(Br)c1C(=O)Nc1ncc(C)s1	3	1	1	0	-1.7	-3	-4	-2	5	7
Cc1ccc(S(=O)(=O)CC2CSc3nc4ccccc4n32)cc1 (centres undefined)	-3	1	-1	-2	-1.3	5	5	2	3	10
Cc1cccc(N/C(=N\S(=O)(=O)c2ccccc2)C(F)(F)F)c1	-7	-5	5	0	-1.1	-6	3	-1	3	1
O=C(COc1ccccc1)NC1CCCCCCC1	-3	0	-1	2	-0.3	5	6	2	6	-1
COc1cccc(/C=N/n2c(=S)n(C)c3ccccc32)c1OC	-2	3	-9	-2	0.3	7	-1	-3	0	1
Cn1c(=O)c2ncn(CC(=O)Nc3cccc(-c4nc5ccccc5s4)c3)c2n(C)c1=O	-20	5	-1	-7	0.3	-10	-3	-1	-10	-5
CCOC(=O)c1ccccc1NC(=O)/C=C/c1cc(OC)c(OC)c(OC)c1	1	-1	4	-2	22*	0	1	-1	-9	4
O=[N+]([O-])c1cc(Cl)ccc1N1CCN(c2ccccc2O)CC1	.	3	1	5	-1.6	-7	3	0	4	-1
CSc1ncccc1C(=O)Nc1cccc(S(=O)(=O)N2CCOCC2)c1	8	2	6	-4	0.3	6	5	-2	4	2
Cc1ccc(NC(=O)CN(C)CC(=O)Nc2ccc(N3CCOCC3)cc2)c(C)c1	1	3	3	-2	-1.9	-5	1	-2	6	-2
Cn1c(CNC(=O)CCNC(=O)c2ccc(F)c(F)c2)cc(=O)n(C)c1=O	1	4	2	7	1.2	-16	1	-1	-4	2
CC(OC(=O)C1CCN(c2ccc(C(F)(F)F)cn2)CC1)C(=O)NC1CCCCC1C (centres undefined)	-4	3	-4	4	1.8	-8	1	-3	-1	-1
Nc1nc2c(ncn2C2C[C@H](O)[C@@H](CO)O2)c(=O)[nH]1 (some centres undefined)	4	2	6	2	-0.4	-4	-4	-7	-7	-6
O=C(Cn1c(=O)oc2ccccc21)N(Cc1ccccc1)C1CCS(=O)(=O)C1 (centres undefined)	3	-2	2	2	-1.6	-7	1	1	9	1
Cc1cc(Cl)ccc1OCC(=O)NCCOc1nc(N2CCOCC2)nc(N2CCOCC2)n1	6	3	11	4	-0.1	2	-3	2	-2	1
CCOC(=O)C1=CCN(S(=O)(=O)c2cccc(Cl)c2)C1c1ccc(Br)cc1 (centres undefined)	.	-1	4	-1	-1.7	9	2	1	-7	-20
COCOCCn1cc(CN2CCS(=O)(=O)N(Cc3ccc(-c4ccc(F)cc4)cc3)C(C(C)C)C2=O)nn1 (centres undefined)	-11	-6	3	0	0.8	-3	2	-1	-7	-8
O=C(O)COc1ccccc1/C=N/NC(=O)Cc1csc(Nc2cccc(C(F)(F)F)c2)n1	.	3	1	1	-4.9	-10	-8	6	-9	-2
COc1ccc(NC(=O)C(CCS(C)(=O)=O)NC(C)=O)cc1 (centres undefined)	11	0	4	-1	1.2	0	0	-2	4	3
CCCc1ccc(S(=O)(=O)N2CCN(Cc3ccco3)CC2)cc1	-2	0	5	-2	-2.5	7	-8	-3	7	2
COc1ccc(-c2noc(CCC(=O)N3CCN(c4ccccc4F)CC3)n2)cc1	4	-2	0	12	1.5	6	-4	4	9	4
COc1cc(C(=O)Oc2cc(N)n(S(=O)(=O)c3ccc(F)cc3)n2)cc(OC)c1OC	-3	-2	-2	0	-3.2	0	-2	1	-4	-6
Additional entries.
SMILES	HTRA1 inhibitor	LEDGF integ inh	TCR-CD3 inh	UHRF1 MBD2 ctr	PG9 Ab binder	TDP2 inh	Tn7 DDE FP	PRMT1 inh	SIAE primary	mABHD4 FP
O=C1NCCOC(=O)[C@@H](Cc2ccc(F)cc2)CC/C=C/C[C@H]1CC(=O)N(CCO)Cc1ccccc1	-3	2	-5	1	-1.1	-7	-1	-1	-3	3
CCOC(=O)c1ccc(NC(=O)CC2C(=O)N(c3ccccc3)C(=O)N2CCCOC)cc1 (centres undefined)	-4	-3	4	-2	0.6	-2	1	-3	2	4
O=C(/C=C(\Nc1ccccc1)c1ccccc1)c1ccccc1	.	3	0	1	-0.2	7	-3	2	-6	-6
COc1cccc(C2N(Cc3ccccc3)C(=O)C2(F)F)c1OC (centres undefined)	-12	5	-1	0	-2.0	0	-4	-1	-6	5
CNC(=O)c1c(NC(=O)C2=COCCO2)sc2c1CCCC2	-3	1	4	-3	2.3	3	3	1	6	-6
O=S(=O)(c1cccc(NC(=S)N2CCN(c3ccccc3F)CC2)c1)C(F)F	-10	-1	-1	4	-1.1	1	-3	3	2	-5
Cc1ccc2c(c1)CCCN2C(=O)CCc1nc2ccccc2c(=O)[nH]1	5	1	-7	7	0.8	-5	1	2	7	-10
Cc1ccc(Cn2c(NS(=O)(=O)c3ccccc3)nc3ccccc32)cc1	-48	0	2	1	-1.2	-11	-8	1	-4	-23
COC(=O)c1cccc(N/C=C(\[N+](=O)[O-])S(=O)(=O)c2ccccc2)c1	-6	-3	-8	1	0.6	7	9	2	5	-1
COc1ccc([C@@H]2CC(=O)[C@@H]3CN(S(=O)(=O)c4ccc(C)cc4)[C@H](c4cccc(Cl)c4)C[C@@H]3N2S(=O)(=O)c2ccccc2)cc1	.	1	-4	-3	1.2	3	-9	-3	-13	-13
CC(C)n1c(O)c(N=Nc2ccccn2)c2ccccc21	-4	1	-1	5	-1.9	-9	3	2	-1	2
O=C(NCCCN1CCCC1)c1ccc(CS(=O)(=O)c2ccc(Cl)cc2)o1	0	-1	0	0	-0.2	6	-9	3	-3	1
O=C(C(=O)N1CCN(c2ccccc2)CC1)c1ccncc1	.	-2	3	-1	-0.2	3	2	-4	4	-5
